Compound activity (PubChem)
Jurkat NFkB inh: inhibitors of the PMA/ionomycin-induced NF-kB reporter in Jurkat cells; PMA/ionomycin-induced NF-kB luciferase reporter, luminescence; inhibition, % at 4 µM; 330,000 tested, 0.53% active; AID 435003
SENP8 block: blocks the human protease SENP8; Q96LD8; purified SENP8, Z-RLRGG-aminoluciferin cleavage, luminescence; inhibition, % at 10 µM; 330,000 tested, 1.2% active; AID 2540
Target sequence (Q96LD8 whole entry, looked up): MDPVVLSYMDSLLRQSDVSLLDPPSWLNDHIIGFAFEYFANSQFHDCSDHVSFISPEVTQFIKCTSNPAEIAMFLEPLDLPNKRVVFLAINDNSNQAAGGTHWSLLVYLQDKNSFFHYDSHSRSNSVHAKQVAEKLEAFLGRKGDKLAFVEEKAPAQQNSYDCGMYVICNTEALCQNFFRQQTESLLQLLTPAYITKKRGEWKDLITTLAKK
Apaf1 inhib: human Apaf-1 inhibition; O14727; reconstituted apoptosome caspase-3 activity, DEVD-Rh110 fluorescence; inhibition, % at 20 µM; 330,000 tested, 0.71% active; AID 489030; active means inhibition of at least 40% at 20 µM;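 further: plate controls were DMSO wells for no effect and DEVD-CHO caspase inhibitor wells for full effect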
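Material: reconstituted apoptosome with Apaf-1, cytochrome c, caspase-9, procaspase-3, dATP / Buffer or medium: pH 7.5 Hepes buffer with CHAPS, BSA, DTT / Also added: cytochrome c with DEVD-Rh110 / Schedule: compound with Apaf-1, dATP, procaspase-3 30 min, then 50 min reaction, room temperature / Technique: rhodamine 110 fluorescence at Ex 480/Em 540 nm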
697 NFkB inh: lowers PMA/ionomycin-induced NF-kB signal in 697 B cells. inhibition, % at 4 µM. 330,000 tested, 0.33% active. 697 B-cell NF-kB luciferase reporter, 16 h; in the data active means inhibition above about 35%
EBI2 block: antagonists of human EBI2 receptor. P32249. EBI2 beta-arrestin recruitment, luminescence, 7a,25-OHC stimulated. inhibition, % at 5 µM. 360,000 tested, 0.81% active; in the data active means inhibition above about 38%;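 further: enzyme fragment complementation signal reports receptor beta-arrestin coupling in cells; 0% = agonist plus DMSO wells and 100% = wells without agonist; some results beyond the cut were filed as inactive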
Target sequence (P32249 whole entry, looked up, the tested form may be a part): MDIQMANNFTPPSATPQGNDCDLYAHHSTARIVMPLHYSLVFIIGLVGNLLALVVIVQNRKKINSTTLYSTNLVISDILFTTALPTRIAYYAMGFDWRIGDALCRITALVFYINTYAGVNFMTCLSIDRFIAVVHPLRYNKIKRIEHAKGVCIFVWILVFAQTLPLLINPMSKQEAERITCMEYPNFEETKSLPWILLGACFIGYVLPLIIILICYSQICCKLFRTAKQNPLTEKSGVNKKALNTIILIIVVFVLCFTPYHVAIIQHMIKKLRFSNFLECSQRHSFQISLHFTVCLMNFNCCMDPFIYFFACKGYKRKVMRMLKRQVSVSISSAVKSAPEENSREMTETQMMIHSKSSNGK
CCR6 antagonist: blocks CCL20-driven beta-arrestin recruitment at human CCR6. P51684. CHO-K1 CCR6 PathHunter beta-arrestin, luminescence, CCL20-stimulated. inhibition, % at 20 µM. 340,000 tested, 0.49% active;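 active means compounds whose inhibition of the agonist-driven luminescence signal at 20 µM reaches about 50%, limit read from the data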;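 further: cells stimulated with CCL20 at 14 nM final; plate controls were DMSO with CCL20 for no effect and DMSO without agonist for full effect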
Gli-Sufu block: antagonists of Gli-Sufu signaling. Sufu-KO-LIGHT fibroblasts, Gli luciferase reporter luminescence. inhibition, % at 5 µM. 340,000 tested, 0.74% active. AID 588413;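 active means inhibition above about 55%, limit read from the data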;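 further: 0% = DMSO-treated cells and 100% = wells with medium but no cells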
UBC13 inh: human UBC13 polyubiquitination inhibition. P61088. UBC13 polyubiquitin chain formation, TR-FRET. inhibition, % at 20 µM. 330,000 tested, 0.47% active. AID 485273; in the data active means inhibition above about 45%, passing the limit was not always enough
Target sequence (P61088 whole entry, looked up): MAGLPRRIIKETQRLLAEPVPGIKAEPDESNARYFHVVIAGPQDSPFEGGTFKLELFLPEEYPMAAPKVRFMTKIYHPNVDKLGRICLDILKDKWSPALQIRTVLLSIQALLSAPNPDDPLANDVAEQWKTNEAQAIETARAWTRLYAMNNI
* hit, by the source's call. Unless noted, no stated cut-off is given here; in the data, active means inhibition above about 50%; inactive means the rest. This is a subset (hit frequency here may not be typical).

SMILES	Jurkat NFkB inh	SENP8 block	Apaf1 inhib	697 NFkB inh	EBI2 block	CCR6 antagonist	Gli-Sufu block	UBC13 inh
O=C(NC(Cc1ccccc1)C(=O)O)/C(=C/c1ccc(Br)cc1)NC(=O)c1ccc(Br)o1 (stereo unspecified)	4	-5	11	8	2	-3	-10	-6
CCCCN(C(=O)c1ccc2c(c1)S(=O)(=O)N=C1CCCCCN12)c1c(N)n(CCCC)c(=O)[nH]c1=O	25	-4	-2	-4	-10	6	2	5
CC(=O)N1c2ccc(S(=O)(=O)N(C)CC(=O)Nc3cccc(C)c3)cc2CC1C (stereo unspecified)	9	-7	-4	-9	4	12	-13	0
COc1ccc(CNc2ncnc(N)n2)cc1	13	-1	3	18	4	17	11	4
O=[N+]([O-])c1ccc(-n2nncc2-c2ccccc2)cc1	-11	-5	6	3	1	4	-23	-4
CCN(CC)C(=O)Cn1cnc2c1c(=O)n(C)c(=O)n2C	-8	9	5	-3	-1	-1	5	-5
C=C1C[C@@]23CCC4[C@@](C)(CCC[C@@]4(C)C(=O)OC)C2CC[C@]1(OC(C)=O)C3 (stereo partly specified)	3	-8	14	12	11	20	-22	-5
CCOc1ccc(C(=S)N2CCCC2)cc1OCC	-4	-2	-5	5	-2	1	-3	-3
CCCc1cc(C(N)=O)c(NC(=O)c2ccco2)s1	-23	-1	9	3	-10	-1	-5	9
CC(C)c1ccccc1NC(=O)CCc1nc2ccccc2s1	5	-7	-1	-8	-5	1	-7	-6
COc1cc(NS(=O)(=O)c2ccc(NC(=O)/C(=C\c3ccccc3OC)NC(=O)c3ccccc3)cc2)nc(OC)n1	14	1	3	-11	-6	16	9	-14
O=C(NCc1nnc(SCC(=O)N2CCN(c3ccccc3)CC2)o1)c1c(F)cccc1Cl	2	-5	5	7	4	4	0	6
Cc1cc(NC(=O)c2ccc(C#N)cc2)n(-c2ccccc2)n1	17	7	-8	12	-5	3	-2	4
Cc1ccc(NC(=O)C(=O)NCCN2CCN(C(=S)Nc3ccccc3)CC2)cc1	6	-2	4	2	-6	10	0	-10
COc1ccc(C(=O)Nc2cccc3ccccc23)cc1	-19	-13	6	-36	-8	-1	-36	3
O=C(c1ccc2c(c1)OCO2)C1CCCN(Cc2cn[nH]c2-c2cccc(F)c2)C1 (stereo unspecified)	3	6	0	6	13	3	25	3
COc1ccc(-c2cc(C(F)(F)F)n3nc(C(=O)O)cc3n2)cc1OC	-18	-4	-7	1	-2	-5	2	-2
COc1ccc(Br)cc1/C=N/Nc1ccccn1	8	-6	12	6	5	20	-1	7
CCOc1ccc(N(CC(=O)N2CCCCCC2)S(C)(=O)=O)cc1	10	-1	4	15	-2	4	2	-3
CN1CCN(CCC(=O)Nc2cccc(Br)c2)CC1	-15	-1	-4	-25	-7	6	-2	-8
CN(C)CCOc1cccc(Br)c1	1	1	-4	-1	-8	-4	1	-4
Cc1c(C(=O)OCC(=O)Nc2ccc(C(=O)N(C)C)cc2)oc2ccccc12	5	-7	9	-8	-15	0	0	0
CCN(CC)CCNc1nc(-c2ccc(OC)cc2)c(-c2ccc(OC)cc2)s1	-16	1	25	-6	2	15	4	22
O=C(CSc1nc2ccccc2[nH]1)NCc1ccccc1	-16	-3	14	-36	1	-1	-14	-4
Cc1ccccc1Nc1nn2c(=O)c3ccccc3nc2s1	-109	-1	18	-113	13	2	-66	-1

As a short view, some entries already given.
SMILES	Jurkat NFkB inh	SENP8 block	Apaf1 inhib	697 NFkB inh	EBI2 block	CCR6 antagonist	Gli-Sufu block	UBC13 inh
O=C(CSc1nc2ccccc2[nH]1)NCc1ccccc1	-16	-3	14	-36	1	-1	-14	-4
Cc1ccccc1Nc1nn2c(=O)c3ccccc3nc2s1	-109	-1	18	-113	13	2	-66	-1

(list continues)
SMILES	Jurkat NFkB inh	SENP8 block	Apaf1 inhib	697 NFkB inh	EBI2 block	CCR6 antagonist	Gli-Sufu block	UBC13 inh
C=CCOC(=O)C1=C(C)OC(N)=C(C#N)C1c1ccco1 (stereo unspecified)	-24	3	-19	-59	-12	13	-1	-3
S=c1[nH]c2cnccc2n1Cc1ccccc1	-26	-3	14	-8	-7	-5	23	4
CC(C)CCN(CCC(C)C)C(=O)Cc1c(O)c2ccccc2[nH]c1=O	6	-7	9	12	-4	-5	10	2
O=C1N(C2CCCC2)C[C@@H]2C[C@@H](c3cccn3-c3ccccn3)N3CCC[C@@]123	-8	-3	-9	-3	-4	-5	13	4
CCN(Cc1ccccc1)S(=O)(=O)c1ccc(S(=O)(=O)N(Cc2ccccn2)Cc2ccco2)cc1	15	-4	-14	5	13	17	6	1
O=C(Oc1ccc2c(c1)OCO2)c1ccc(Br)c(S(=O)(=O)N2CCOCC2)c1	9	1	-12	-9	4	-8	1	-1
COc1ccc(-c2c(C)c3cc(O)ccc3oc2=O)cc1	-5	-11	5	-32	-5	1	-17	0
CCCOc1ccc(-c2nc(OCC)c3ccccc3n2)cc1	-5	-4	-8	11	7	3	4	5
C/C=C/C1=CC(=O)C[C@H](c2ccc3c(c2)OCO3)C1	1	-8	7	7	-4	5	-2	-4
Cc1ccc(C2=NC3(CCCCC3)N=C2SCC(=O)Nc2ccc3c(c2)OCCO3)cc1	1	5	7	8	17	-4	-2	2
COc1ccc(CCNC(=O)CSc2ncn[nH]2)cc1	2	3	-2	13	-9	4	-4	4
O=C1CC(c2ccccc2)n2nc(NC(=O)c3ccccc3)nc2N1 (stereo unspecified)	-2	1	-4	2	-1	-11	-2	4
CC(C)(C)OC(=O)N1CCC(CNC(=O)Nc2ccccc2)CC1	-5	-2	-19	5	1	10	11	7
CCn1c(=O)n(CC)c2cc(N3CCCC3)c(NC(=O)c3cccc(Cl)c3)cc21	8	10	7	8	-7	14	11	4
COc1ccc(C(=O)N(Cc2ccco2)Cc2cccs2)c(O)c1	10	-2	9	0	-2	11	7	1
CC1CCN(CCCNC(=O)c2ccc(CSCc3cccc(Cl)c3)o2)CC1	3	-3	0	10	9	21	14	20
COc1cccc(CN2CCN(Cc3ccc4cccc(F)c4n3)CC2CCO)c1 (stereo unspecified)	-3	2	-11	1	-7	12	45	5
O=C(COC(=O)Cc1ccc(Cl)cc1)Nc1ccccc1-c1ccccc1	10	2	12	10	1	8	-4	5
COc1ccc(OCc2cc(C(=O)NC3Cc4ccccc4C3)no2)c(Cl)c1	55*	1	9	-23	8	5	-19	2
Cc1cc(NC(=O)c2ccc(F)cc2)no1	-36	-2	-2	-40	-5	14	-26	-1
O=C(Nc1ccccc1)c1ccc(NC(=O)c2cccs2)cc1	-43	-2	-2	-25	15	-7	-28	7
CC(NC1c2ccccc2-c2ccccc21)c1ccccc1 (stereo unspecified)	-8	-7	15	0	-3	13	8	6
Cc1ccc(Oc2nc(-c3cccnc3)nc3ccccc23)c([N+](=O)[O-])n1	6	3	-17	-2	-2	12	6	-2
CCOc1cc(/C=N/N2CCN(Cc3ccccc3)CC2)ccc1O	-18	4	6	6	-8	5	17	-3
CCOC(=O)Cn1cc([N+](=O)[O-])c(OC)n1	-1	-2	-9	-9	-12	16	1	-14

Fetched one by one from the list above (five):
SMILES	Jurkat NFkB inh	SENP8 block	Apaf1 inhib	697 NFkB inh	EBI2 block	CCR6 antagonist	Gli-Sufu block	UBC13 inh
CCCOc1ccc(-c2nc(OCC)c3ccccc3n2)cc1	-5	-4	-8	11	7	3	4	5
C/C=C/C1=CC(=O)C[C@H](c2ccc3c(c2)OCO3)C1	1	-8	7	7	-4	5	-2	-4
O=C1N(C2CCCC2)C[C@@H]2C[C@@H](c3cccn3-c3ccccn3)N3CCC[C@@]123	-8	-3	-9	-3	-4	-5	13	4
COc1ccc(CCNC(=O)CSc2ncn[nH]2)cc1	2	3	-2	13	-9	4	-4	4
COc1ccc(C(=O)N(Cc2ccco2)Cc2cccs2)c(O)c1	10	-2	9	0	-2	11	7	1

Next results:
SMILES	Jurkat NFkB inh	SENP8 block	Apaf1 inhib	697 NFkB inh	EBI2 block	CCR6 antagonist	Gli-Sufu block	UBC13 inh
O=C(N/N=C\c1cc2c(cc1[N+](=O)[O-])OCO2)c1cccs1	9	-1	16	12	2	3	-5	-15
Cc1ccc(OCC(=O)NC(C)c2ccc(Cl)c(Cl)c2)c([N+](=O)[O-])n1 (stereo unspecified)	10	11	0	16	-10	14	-17	3
Cc1c(NC(=O)c2ccc3c(c2)OCO3)cccc1-c1nc2ccccc2s1	14	0	5	-48	7	-2	-9	-2
Fc1ccc(CSc2nsc(SCc3ccc(F)cc3)n2)cc1	-15	-5	12	-42	9	33	-9	-3
O=C(Nc1nc(-c2cccs2)c(C(=O)C(F)(F)F)s1)c1ccccc1	3	8	6	1	-1	26	35	-12
Cc1nn(Cc2ccccc2Cl)c(Cl)c1/C=C/C(=O)OCC(=O)NC1CCS(=O)(=O)C1 (stereo unspecified)	14	-15	4	-7	12	20	-2	4
Clc1ccccc1OCc1nn[nH]n1	-9	3	-8	7	-9	-7	-5	-5
COCCOc1ccc(C(F)(F)F)cc1NC(=O)CN1C(=O)NC(C)(c2ccc3c(c2)OCO3)C1=O (stereo unspecified)	-8	-6	16	11	1	10	-3	1
Cc1cccc(-n2nc3c(c2NC(=O)C2CC2)CS(=O)(=O)C3)c1C	5	-8	0	-13	3	2	4	-6
CC(=O)Nc1nc(-c2cccs2)cs1	-11	-13	2	-5	-1	5	6	-1
O=c1[nH]c2ccccc2n2c(C(F)(F)F)nnc12	-5	-4	3	-2	-8	2	5	3
Cc1noc(C)c1S(=O)(=O)N1CCCC(C(=O)Nc2ccc(Cl)cn2)C1 (stereo unspecified)	-6	0	-3	2	3	-5	-4	6
O=C(NC1CCSc2ccccc21)c1ccccc1Cl (stereo unspecified)	-6	-6	-1	-13	3	11	1	-9
COc1cccc(/C=N/NC(=O)CNC(=O)c2ccc(S(=O)(=O)N3CCOCC3)cc2)c1OC	5	-7	-8	-5	-14	-13	3	10
